AT treatment = candidate therapy for ataxia-telangiectasia; […] A-T fibroblasts, KAP-1 phosphorylation AlphaLISA; neocarzinostatin DNA damage 30 min before lysis; Potency, µM (series often up to 57.5 µM), for inactives: at the top dose activation, most hits filed as activators; AID 485349; 0.19% of 320,000 active; further: potency means the concentration at half of the fitted maximal effect; % of control where 0% means no effect; nearly all actives have a fitted effect of over 45% in size
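ATM-like activity read as KAP-1 phosphorylation via AlphaLISA donor/acceptor antibody pairs after lysis and 6 hr at 25C. Cells were ATM-null patient fibroblasts ([…], hTERT), dosed 60 min, then exposed to the DSB inducer NCS for 30 min.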
Mito fusion act = blocks mitochondrial division or promotes mitochondrial fusion; Potency, µM (titrated, usually from 46.1 µM), inactives show at the highest dose growth rescue (activation), actives largely listed as activators; 0.23% of 320,000 active; S. cerevisiae fusion-defective mutant growth rescue, CellTiterGlo 48 h;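 further: potency means the concentration at half of the fitted maximal effect; % of control where 0% means no effect; nearly all actives have a fitted effect of over 45% in size; temperature-sensitive fusion mutants such as fzo1-1 at 37 °C on non-fermentable ethanol glycerol medium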
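Luminescent cell viability in 1536-well qHTS format served as the measure of rescued growth in ts fusion-mutant S. cerevisiae cultured on non-fermentable YPEG for 48 hours at 37C.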
Menin-MLL TR inh = displaces Texas Red mutant MLL peptide from human menin; 0.23% of 270,000 active; Potency, µM (series often up to 61.6 µM), without a hit: at the highest dose FP activity change, negative = inhibition, hits mostly inhibitors; O00255; AID 1768; Menin + Texas Red MLL mutant peptide, fluorescence polarization; active means well fitted inhibition curve with a large enough effect in the polarisation, with a control signal flat, not every such curve was filed as active; inconclusive means small, poorly fitted or top-dose-only effect, or effect the other way, or a change in a side signal; inactive means no such curve, though single readings can be large or run the other way; the % refers to the polarisation; further: potency means the concentration at half of the fitted maximal effect; % of control where 0% means no effect; many of its hits are not listed in these tables
Target sequence (O00255 whole entry, looked up): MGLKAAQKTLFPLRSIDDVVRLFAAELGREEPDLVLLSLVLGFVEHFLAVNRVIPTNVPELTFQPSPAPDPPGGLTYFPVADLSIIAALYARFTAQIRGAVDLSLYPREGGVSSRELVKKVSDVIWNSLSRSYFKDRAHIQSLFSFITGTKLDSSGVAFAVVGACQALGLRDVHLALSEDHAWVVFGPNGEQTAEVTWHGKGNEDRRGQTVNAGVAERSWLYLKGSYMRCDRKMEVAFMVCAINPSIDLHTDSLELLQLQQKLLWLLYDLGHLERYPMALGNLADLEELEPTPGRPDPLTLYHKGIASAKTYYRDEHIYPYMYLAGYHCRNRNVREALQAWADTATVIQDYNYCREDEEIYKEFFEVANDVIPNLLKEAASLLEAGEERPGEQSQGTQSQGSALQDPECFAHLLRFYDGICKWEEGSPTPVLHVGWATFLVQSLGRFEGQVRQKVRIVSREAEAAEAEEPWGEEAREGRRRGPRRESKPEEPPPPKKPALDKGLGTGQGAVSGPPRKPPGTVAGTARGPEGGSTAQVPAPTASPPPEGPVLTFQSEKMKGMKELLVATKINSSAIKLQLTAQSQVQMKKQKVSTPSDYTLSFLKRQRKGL
MBNL1-CUG inh = inhibitors of human MBNL1 binding to CUG repeat RNA; Potency, µM (titrated, usually from 57.5 µM), inactives show at the top dose activity change, negative = inhibition, usual class: inhibitors; 0.036% of 280,000 active; TR-FRET MBNL1-His/biotin-(CUG)12 binding, 665/545 ratio; Q9NR56; active means well fitted inhibition curve with a large enough effect in the signal ratio, with a control signal flat, not every such curve was filed as active; inconclusive means small, poorly fitted or top-dose-only effect, or effect the other way, or a change in a side signal; inactive means no such curve, though single readings can be large or run the other way; the % refers to the signal ratio; further: potency means the concentration at half of the fitted maximal effect; on the % scale 0 is the no-effect control and ±100 the full control effect
Target sequence (Q9NR56 whole entry, looked up): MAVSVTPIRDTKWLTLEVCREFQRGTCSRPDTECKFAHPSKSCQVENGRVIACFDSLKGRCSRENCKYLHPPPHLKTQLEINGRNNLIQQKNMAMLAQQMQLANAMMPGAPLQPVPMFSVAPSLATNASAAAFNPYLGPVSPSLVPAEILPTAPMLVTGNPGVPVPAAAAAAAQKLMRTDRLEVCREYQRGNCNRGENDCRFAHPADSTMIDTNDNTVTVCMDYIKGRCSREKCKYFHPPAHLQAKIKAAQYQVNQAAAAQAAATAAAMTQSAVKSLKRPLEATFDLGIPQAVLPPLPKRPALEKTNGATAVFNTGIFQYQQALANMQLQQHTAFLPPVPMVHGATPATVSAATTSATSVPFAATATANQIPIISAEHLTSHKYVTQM
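Compound titration spanned 92 nM–58 uM against the MBNL1-His/biotin-(CUG)12 complex. After 60 min at room temperature with 5 nM streptavidin-XL665 and 0.055 ng/ul terbium anti-His, ratiometric 665/545 nm emission (Ex 340 nm) normalized to controls.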
a7 integrin act = integrin-mediated muscular dystrophy alleviation activation. alpha7betagal myoblasts, beta-gal FDG fluorescence, 48 h. Potency, µM (top dose mostly 38.3 µM), for inactives: top-dose activation, most hits filed as activators. 0.064% of 350,000 active;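 further: potency means the concentration at half of the fitted maximal effect; 100% = response of the positive control SU9516; nearly all actives have a fitted effect of over 60% in size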
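Alpha7betagal+/- myoblasts (passage 13) were plated 16-24 hr, then exposed to compounds (1:260 dilution of DMSO stock) for 48 hours at 37C. After MPER lysis, β-galactosidase reporter activity was read as FDG fluorescence (ex 480/em 540) after 30 minutes.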
TCR activator = activators of T cell receptors. AID 504894. 330,000 tested, under 10 active. Potency, µM (top dose mostly 9.22 µM), for the others: at the highest dose activation of IL-2 secretion, usual class: activators. primary human leukocytes, anti-CD3, IL-2 HTRF, 48 h; further: % of control where 0% means no effect
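Primary human leukocytes receive a-CD3 beads and test compound and are incubated 48 hr. Secreted IL-2 is then assayed by HTRF, measuring 665nm acceptor emission after 320nm excitation of the europium donor.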
TSHR antag = human thyrotropin receptor antagonism | P16473 | TSHR-expressing cells, TSH-stimulated cAMP HTRF, 2 h; active compounds read low | activity change, negative = inhibition, % at 11.5 µM | 0.2% of 330,000 active | AID 504810;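 active means activity change below a set negative limit, meaning inhibition stronger than a set level, cut at about -70% in these data; inconclusive means activity change between two set negative limits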; further: on the % scale 0 is the no-effect control and ±100 the full control effect
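Read-out is FRET at 665 nm (cryptate excitation 337 nm) from a cryptate-tagged anti-cAMP antibody, competed by cell cAMP against cAMP-d2. Compounds are tested on freshly harvested TSHR cells challenged with 4nM TSH (EC80) for 2 hours at 37 deg C.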
TSG101-PTAP inh = blocks PTAP/TSG101 interaction to inhibit HIV-1 budding. Q99816. Fluorescence polarization, FITC-PTAP peptide / Tsg101 binding. Potency, µM (titrated, usually from 115 µM), for inactives: at the highest dose activity change, negative = inhibition, hits mostly inhibitors. 340,000 tested, under 10 active. AID 493005; active means well fitted inhibition curve with a large enough effect in the main read-out, with a control signal flat, not every such curve was filed as active; inconclusive means small, poorly fitted or top-dose-only effect, or effect the other way, or a change in a side signal; inactive means no such curve, though single readings can be large or run the other way; further: potency means the concentration at half of the fitted maximal effect; % of control where 0% means no effect
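Steps: Tsg101 binding domain dispensed (10 uM final), compounds pinned in DMSO, FITC-labeled PTAP-motif peptide added (50 nM final); after 20 min binding at room temperature, polarization measured.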
ASM inhibitor = human S-ASM enzyme inhibition. P17405. AID 504937. 0.006% of 340,000 active. placental ASM, HMU-PC fluorogenic substrate, 60 min. Potency, µM (doses to about 57.5 µM), without a hit: at the top dose activity change, negative = inhibition, hits mostly inhibitors; further: potency means the concentration at half of the fitted maximal effect
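Human placenta-derived ASM enzyme was preincubated with compound for 10 minutes at room temperature, then given fluorogenic substrate HMU-PC0 (9 uM final) for 60 minutes at 37 °C; a pH 10 stop preceded fluorescence reading at Ex 386/Em 447 nm.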
CXXC DNA block = inhibitors of human MLL CXXC domain-DNA interaction. Q03164. MLL-CXXC / FITC-HOXA9 DNA fluorescence polarization. Potency, µM (doses to about 115 µM), for inactives: at the top dose activity change, negative = inhibition, actives largely listed as inhibitors. 0.037% of 290,000 active; active means well fitted inhibition curve with a large enough effect in the polarisation, with a control signal flat, not every such curve was filed as active; inconclusive means small, poorly fitted or top-dose-only effect, or effect the other way, or a change in a side signal; inactive means no such curve, though single readings can be large or run the other way; the % refers to the polarisation; further: potency means the concentration at half of the fitted maximal effect
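Fluorescence polarization: 7 uM MLL-CXXC (stock) preincubated 5 min with compounds, then 50 nM fluorescein-HOX-A9 DNA (stock) added; 30 min ambient. Buffer 50 mM Tris-HCl pH 7.5, 50 mM NaCl, 1 mM DTT, 0.05% BSA.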
* hit, by the source's call; ? = inconclusive; / = no result given; [ ] = another dose, or the depositor's remark. Unless noted, the call rests on the fitted dose curve; in most records, active means well fitted curve in the direction sought with a large enough effect; inconclusive means small, poorly fitted or top-dose-only effect, or another doubt; inactive means no such curve, though single readings can be large; an effect the other way counts as inactive or inconclusive. Not all compounds are listed (hit frequency here may not be typical).

SMILES	AT treatment	Mito fusion act	Menin-MLL TR inh	MBNL1-CUG inh	a7 integrin act	TCR activator	TSHR antag	TSG101-PTAP inh	ASM inhibitor	CXXC DNA block
COc1ccc(C(=O)N/N=C(\C)CC(=O)Nc2cccc(C(F)(F)F)c2)cc1	26%	-10%	/	-5%	1%	4%	3	15%	-9%	3%
Cc1ccc(NC(=O)C(=O)NCc2ccncc2)cc1	1%	0%	2%	-16%	-3%	1%	5	0%	1%	2%
O=C(CSC(=S)N1CCOCC1)Nc1nccs1	-2%	-3%	/	5%	0%	2%	-3	-1%	3%	-1%
N#Cc1c(-c2cccs2)nc(SCc2ccc(Cl)cc2)[nH]c1=O	2%	-5%	?	?	-12%	-30%	?	-18%	14%	-5%
CCn1c2ccccc2c2nnc(SCc3ccc(C(=O)OC)o3)nc21	19%	2%	-13%	?	-18%	0%	34	-3%	-7%	12%
CCOc1ccc(NC(=S)NCc2ccc3c(c2)OCO3)cc1	3%	1%	/	-8%	12%	-5%	-1	-1%	-3%	10%
CSc1ccc(CN(C)C(=O)CNC(=O)c2ccc3c(c2)OCO3)cc1	-3%	-7%	/	/	0%	-1%	-2	-8%	2%	/
CN(C)c1nc2c(N)ncnc2n1C1OC(CO)C(O)C1O (centres undefined)	/	/	/	/	13%	-4%	/	3%	-1%	/
CCCOP(=O)(OCCC)c1c([N+](=O)[O-])cc(C(F)(F)F)cc1[N+](=O)[O-]	/	-2%	-11%	?	-48%[inhibitor]	7%	6	0%	1%	7%
Cc1ccc(-n2cc[nH]c2=S)c(C)c1	-1%	-13%	1%	-3%	2%	2%	-2	-6%	3%	-1%
CCOC(=O)c1oc2ccccc2c1NC(=O)c1ccc(Cl)s1	14%	2%	19%	?	-32%	-10%	-12	1%	0%	-3%
CC(Nc1nc(C(F)(F)F)nc2ccccc12)c1cccs1 (centres undefined)	13%	2%	?	-1%	-10%	-1%	-10	68%[activator]	0%	2%
COc1cc2c(cc1OC)C(C(=O)N1CCCC1)C(c1ccccc1F)N(C)C2=O (centres undefined)	-2%	-1%	11%	-7%	-3%	-8%	15	4%	5%	-2%
CCOC(=O)CN1CC(C)(C)N(CC(=O)OCC)CC1(C)C	/	/	/	/	9%	6%	/	-2%	-2%	/
COc1ccccc1N1CCN(/N=C/c2cc(OC)c(OC)c(OC)c2)CC1	/	-4%	-9%	6%	22%	1%[46.1 µM]	-9	-3%	6%	-1%
COC(=O)c1cc(C(=O)NCc2ccc3c(c2)OCO3)cc([N+](=O)[O-])c1	-8%	4%	17%	?	-13%	4%	-8	-3%	-2%	0%
Cc1oc(C(N)=O)cc1COc1ccc(C(N)=O)cc1	3%	0%	/	-1%	12%	0%	7	-3%	1%	-3%
O=C(NCSC1=NCCS1)c1ccccc1	3%	-1%	2%	-4%	-22%	2%	3	0%	1%	-5%
CCCC1CCc2c(sc(N)c2C(N)=O)C1 (centres undefined)	/	1%	3%	15%	-21%	5%	-6	1%	19%	3%
CC(NC(=O)c1ccc(Br)o1)C1CCCO1 (centres undefined)	23%	-1%	/	-3%	10%	-2%	-9	-1%	2%	-3%

Copied from the list.
CC(NC(=O)c1ccc(Br)o1)C1CCCO1 (centres undefined) @ TCR activator = -2%
CCOC(=O)c1oc2ccccc2c1NC(=O)c1ccc(Cl)s1 @ ASM inhibitor = 0%

(further entries)
SMILES	AT treatment	Mito fusion act	Menin-MLL TR inh	MBNL1-CUG inh	a7 integrin act	TCR activator	TSHR antag	TSG101-PTAP inh	ASM inhibitor	CXXC DNA block
O=C(NCCCc1ccccc1)c1cccc(S(=O)(=O)N2CCOCC2)c1	-3%	-3%	/	/	-3%	/	-5	-4%	2%	/
CCC1CCCCN1C(=O)/C=C/c1ccc2c(c1)OCO2 (centres undefined)	-10%	4%	-5%	9%	8%	-8%	1	-5%	1%	?
Cc1ccc(-c2nc(C(Cl)Cl)c3ccccc3n2)cc1	?	-3%	/	-3%	-71%[inhibitor]	-5%	-11	-1%	-18%	2%
Cc1cccc(N2CCN(C(=O)c3csc4ccccc34)CC2C)c1 (centres undefined)	-2%	26%	-14%	-5%	27%	1%[46.1 µM]	-5	-3%	-3%	-9%
CSc1nc2ccc(Cl)cc2[nH]1	-4%	25%	-25%	3%	-12%[7.66 µM]	3%[46.1 µM]	1	-1%	1%	1%
Cn1cc(/C=C(\NC(=O)c2ccccc2)C(=O)N2CCOCC2)c2ccccc21	6%	4%	-8%	15%	0%	-1%	-9	-6%	4%	2%
CSc1cccc(NC(=S)N2CCCN(Cc3cccc(Cl)c3)C2)c1	/	-2%	9%	-4%	-62%[inhibitor]	5%	15	0%	-1%	5%
CC(C)(C)c1ccc(NC(=S)NCc2cccnc2)cc1	-3%	-4%	/	-2%	6%	-2%	3	0%	0%	-6%
Cc1nc(N)c(C#N)c(-c2ccccc2)c1C	8%	0%	-6%	-13%	9%	-4%	-14	-3%	-1%	-5%
C=CCNCCCOc1ccc(Cl)cc1C(C)(C)C	0%	-19%	?	-4%	-47%[inhibitor]	-2%	16	0%	-1%	-18%
CCOC(=O)C1CCCN(S(=O)(=O)c2ccc(OC)c3ccccc23)C1 (centres undefined)	23%	?	?	-9%	-15%	-34%	22	-8%	-3%	-5%
O=C(CSc1nc2c(cnn2-c2ccc(F)cc2)c(=O)[nH]1)Nc1nccs1	7%	-4%	-27%	?	4%	-7%	-4	-2%	4%	32%[activator]
C=C(C)CSc1nnc2n(C)c(=O)c3c4c(sc3n12)CCC4	7%	5%	?	-1%	-7%	1%	-20	-6%	-3%	1%
CC(=O)Nc1cc(NC(C)=O)cc(C(=O)NCC2(N3CCOCC3)CCCCC2)c1	3%	-4%	/	/	15%	/	11	0%	-1%	/
O=C(CNC(=O)c1ccco1)N/N=C/c1c[nH]c2ccccc12	-2%	6%	6%	2%	21%	-1%	-4	-10%	-1%	1%
C=CCn1c(SCC(=O)CC(=O)OCC)nc2cc(C(=O)N3CCC(C(N)=O)CC3)ccc2c1=O	3%	3%	6%	2%	22%	-8%	0	-4%	9%	6%
O=C(NCCc1nc(-c2ccccc2)no1)c1ccco1	/	/	/	/	21%	-1%	/	-1%	0%	/
O=C1CCC[C@@H]2Cc3nc4cc5c(cc4cc3[C@@H]3CCN1[C@H]23)OCO5	/	/	/	/	-30%	-9%	/	-4%	4%	/
CC(=O)c1c(C)[nH]c(C(=O)OCc2ccccc2F)c1C	?	16%	-14%	5%	19%	2%	22	0%	-4%	0%
COC(=O)C1=C(CSc2nncn2C)NC(=O)NC1c1cc(C)ccc1C (centres undefined)	10%	-1%	-10%	?	17%	0%	10	-1%	2%	7%
CC(C)(Cl)C1Cc2cc3ccc(=O)oc3cc2O1 (centres undefined)	-2%	4%	2%	8%	4%	/	16	-9%	7%	-3%
CCOC(=O)CNC(=O)CSc1nnc(NC(=O)c2ccc(C)cc2)s1	-2%	-2%	10%	6%	13%	1%	-3	0%	3%	1%
COc1ccc(C(CNC(=O)C(C)Oc2ccc(Br)cc2)N2CCCCC2)cc1 (centres undefined)	3%	-1%	/	/	-16%	1%	5	-4%	2%	/
O=C(Nc1nnc(C2CC2)o1)c1ccc(S(=O)(=O)N2CCc3ccccc3C2)cc1	2%	-5%	?	-2%	-36%	-8%	-13	-5%	1%	4%
COC(=O)c1ccc(C(=O)OC)c(NC(=O)CN(C)Cc2cccc(Cl)c2Cl)c1	5%	20%	-4%	0%	-2%	-10%[46.1 µM]	-15	0%	-3%	7%
Cc1ccc(S(=O)(=O)n2nc(OC(=O)c3ccccc3F)cc2N)cc1	5%	3%	16%	-6%	-9%	0%	-12	-3%	-2%	88%[activator]
O=C(NCc1ccccc1)c1ccc2c(c1)C(=O)N(Cc1cccnc1)C2=O	8%	2%	/	?	13%	-3%	9	-2%	2%	6%
CCOc1ccccc1N1CC(C(=O)N2CCN(Cc3ccc(C#N)cc3)CC2)CC1=O (centres undefined)	-13%	-7%	/	/	14%	3%	2	-6%	4%	/
Cc1ccc(C(=O)CSc2nc(N)cc(=O)[nH]2)cc1	1%	4%	11%	-2%	13%	3%	-3	-5%	2%	12%
CN(C)c1ccc(C(CNC(=O)Cc2cccc3ccccc23)N(C)C)cc1 (centres undefined)	-1%	-6%	-23%	-6%	-51%[inhibitor]	1%	-4	0%	0%	4%
Cc1ccc(C(=O)CN2C(=O)NC3(CCCCCC3)C2=O)c(C)c1	-5%	6%	/	/	-9%	-1%	3	-1%	-2%	/

Bioassay records (PubChem)
